T cell modulator: T cell immune modulation candidate | 2C CD8+ T cell-vesicle binding, flow cytometry; active compounds read low | calls only at 7 µM | actives 0.068% (n = 330,000) | AID 2052;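 active = response, share of CD8 T cells binding vesicles, and their 90th percentile fluorescence all below set limits, cut at about 80% in these data, passing the limit was not always enough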
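Also added: QL9-peptide-loaded Drosophila micro-vesicles bearing Ld, ICAM-1 and B7-1; Test system: purified 2C TCR transgenic mouse naive CD8+ T cells; Measured by: cytometric PE anti-B7-1 and Alexa647 anti-CD8 signals after 1% paraformaldehyde fixation; Timing: binding step 1.5 h, 37 °C, antibody labelling 20 min, ice.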
MgcRacGAP inhibition: MgcRacGAP GTPase-activating activity inhibitors, confirmation, biochemical, ADP Hunter fluorescence | MgcRacGAP-stimulated Rac1 GTP hydrolysis, ADP Hunter fluorescence; higher % means a stronger effect; GST-tagged Rac1 F28L mutant substrate | actives 0.6% (n = 340,000) | AID 624330 | inhibition, % at 30 µM, or IC50 in µM where a hit was titrated;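 active = first-screen hits whose inhibition reached a set limit at any dose in the follow-up dose series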;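 also: fluorescence reports GDP produced by GAP-driven GTP hydrolysis; strong numbers were not always called active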
NTR1 ag: agonists of NTR1, primary screen, imaging, U2OS cells, beta-arrestin-GFP, high content (AID 493036) | P30989 | NTR1-U2OS beta-arrestin-GFP spot imaging, agonist mode | activation, % at 20 µM | actives 0.17% (n = 330,000);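 active = activation at or above 40% of the spot to cytoplasm intensity ratio, with at least 20 cells analyzed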;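 also: 0% = DMSO without peptide and 100% = 100 nM NTR1 peptide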
Target sequence (P30989 whole entry, looked up): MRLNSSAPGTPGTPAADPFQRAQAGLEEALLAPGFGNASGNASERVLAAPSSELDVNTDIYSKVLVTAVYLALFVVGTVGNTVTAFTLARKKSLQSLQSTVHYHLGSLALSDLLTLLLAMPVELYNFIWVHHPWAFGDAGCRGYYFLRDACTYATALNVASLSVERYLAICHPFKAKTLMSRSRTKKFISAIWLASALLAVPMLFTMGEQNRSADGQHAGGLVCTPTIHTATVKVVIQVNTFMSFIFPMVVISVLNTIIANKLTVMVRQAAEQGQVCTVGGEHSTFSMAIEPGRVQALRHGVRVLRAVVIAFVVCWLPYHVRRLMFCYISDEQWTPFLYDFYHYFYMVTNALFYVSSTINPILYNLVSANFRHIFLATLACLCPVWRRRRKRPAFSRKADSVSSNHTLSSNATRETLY
T cell modulator vesicle-bound %: recorded beside T cell modulator, whose call it bears; double positive events, %; measured here: CD8+ vesicle-bound cell fraction;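 binding gate set so that unloaded-vesicle control wells show 10% double positive cells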
NTR1 ag cell count 20 µM: further read-out of NTR1 ag, marked with its call; cell count; measured here: cell count, cytotoxicity flag
Starred values were filed as active, the others as inactive. A portion of the library (hit frequency here may not be typical).

Sample of the layout, two compounds:
Results for COc1ccccc1N1CCN(C(=O)c2cccc(S(=O)(=O)Nc3ccccc3F)c2)CC1 ?
T cell modulator: inactive; MgcRacGAP inhibition: 0.3%; NTR1 ag: -2.5; T cell modulator vesicle-bound %: 46.8; NTR1 ag cell count 20 µM: 54

How did CCCN(C1CCS(=O)(=O)C1)S(=O)(=O)c1ccc2ccccc2c1 (stereo not given) do in these assays?
T cell modulator: inactive; MgcRacGAP inhibition: 10.9%; NTR1 ag: 0.9; T cell modulator vesicle-bound %: 38.0; NTR1 ag cell count 20 µM: 51

The whole of this part, previewed entries included:
Results for COc1ccccc1N1CCN(C(=O)c2cccc(S(=O)(=O)Nc3ccccc3F)c2)CC1 ?
T cell modulator: inactive; MgcRacGAP inhibition: 0.3%; NTR1 ag: -2.5; T cell modulator vesicle-bound %: 46.8; NTR1 ag cell count 20 µM: 54

How did CCCN(C1CCS(=O)(=O)C1)S(=O)(=O)c1ccc2ccccc2c1 (stereo not given) do in these assays?
T cell modulator: inactive; MgcRacGAP inhibition: 10.9%; NTR1 ag: 0.9; T cell modulator vesicle-bound %: 38.0; NTR1 ag cell count 20 µM: 51

What do the screens show for `C[C@H](NS(=O)(=O)c1ccc(Cl)cc1)C(=O)OCC(=O)N1CCOCC1`?
T cell modulator: inactive; MgcRacGAP inhibition: 5.0%; NTR1 ag: -0.4; T cell modulator vesicle-bound %: 46.7; NTR1 ag cell count 20 µM: 24

What do the screens show for `Cc1nc(SC(C)C(=O)NC2CCCC2)c2ccccc2n1` (stereo not given)?
T cell modulator: inactive; MgcRacGAP inhibition: 2.5%; NTR1 ag: 1.4; T cell modulator vesicle-bound %: 6.3; NTR1 ag cell count 20 µM: 88

How did O=C(COC(=O)c1cc2ccccc2cc1O)Nc1ccccc1F do in these assays?
T cell modulator: inactive; MgcRacGAP inhibition: 5.0%; NTR1 ag: 2.1; T cell modulator vesicle-bound %: 27.2; NTR1 ag cell count 20 µM: 53

What do the screens show for `C#CCOCCOCCOCCNc1nc(N2CCN(C(=O)[C@H](CCCCN)n3cc([C@@H](N)CO)nn3)CC2)nc(N2CCN(C(=O)[C@H](CCCCN)n3cc([C@@H](N)CC(C)C)nn3)CC2)n1`?
T cell modulator: inactive; MgcRacGAP inhibition: 19.8%; NTR1 ag: 3.1; T cell modulator vesicle-bound %: 7.8; NTR1 ag cell count 20 µM: 61

How did CC(=O)c1ccc(NC(=O)CN2C(=O)NC3(CCCc4ccccc43)C2=O)cc1 (stereo not given) do in these assays?
T cell modulator: inactive; MgcRacGAP inhibition: 2.9%; NTR1 ag: 1.5; T cell modulator vesicle-bound %: 53.9; NTR1 ag cell count 20 µM: 68

What do the screens show for `CCOC(=O)c1c(NC(=O)CSc2nnc3c(n2)[nH]c2ccccc23)sc2c1CCN(C)C2`?
T cell modulator: inactive; MgcRacGAP inhibition: 13.2%; NTR1 ag: 0.3; T cell modulator vesicle-bound %: 57.1; NTR1 ag cell count 20 µM: 65

How did O=C(CCl)N1CCN(C(=O)C2COc3ccccc3O2)CC1 (stereo not given) do in these assays?
T cell modulator: inactive; MgcRacGAP inhibition: 4.2%; NTR1 ag: 0.3; T cell modulator vesicle-bound %: 30.2; NTR1 ag cell count 20 µM: 53

Results for CC(C)[C@H](NS(=O)(=O)c1ccc(Cl)cc1)C(=O)OCC(=O)c1c(N)n(C)c(=O)n(C)c1=O ?
T cell modulator: inactive; MgcRacGAP inhibition: 0.8%; NTR1 ag: 3.2; T cell modulator vesicle-bound %: 41.1; NTR1 ag cell count 20 µM: 64

How did Cc1cc(C(=O)COC(=O)CC(NC(N)=O)c2ccc(Cl)cc2)c(C)n1C (stereo not given) do in these assays?
T cell modulator: inactive; MgcRacGAP inhibition: 3.0%; NTR1 ag: 3.8; T cell modulator vesicle-bound %: 38.3; NTR1 ag cell count 20 µM: 59

What do the screens show for `CN(C(=O)CSc1cccc[n+]1[O-])c1ccccc1`?
T cell modulator: inactive; MgcRacGAP inhibition: 0.2%; NTR1 ag: 0.0; T cell modulator vesicle-bound %: 57.1; NTR1 ag cell count 20 µM: 37

How did Cc1cc(NC(=O)COC(=O)/C=C/c2ccc(C)o2)no1 do in these assays?
T cell modulator: inactive; MgcRacGAP inhibition: 2.4%; NTR1 ag: 1.2; T cell modulator vesicle-bound %: 35.0; NTR1 ag cell count 20 µM: 51

How did CCCN1C(=O)C(=O)c2cc(C)ccc21 do in these assays?
T cell modulator: inactive; MgcRacGAP inhibition: -5.9%; NTR1 ag: 0.1; T cell modulator vesicle-bound %: 19.3; NTR1 ag cell count 20 µM: 54

How did COC(=O)C1=CO[C@@H](O)C2C(CO)=CCC12 (stereo not given in full) do in these assays?
T cell modulator: inactive; MgcRacGAP inhibition: 9.8%; NTR1 ag: 0.1; T cell modulator vesicle-bound %: 16.4; NTR1 ag cell count 20 µM: 61

Results for Cn1cnc(C(=O)N2CCc3ccccc3C2)c1C(=O)N1CCc2ccccc2C1 ?
T cell modulator: inactive; MgcRacGAP inhibition: 2.6%; NTR1 ag: 0.9; T cell modulator vesicle-bound %: 22.1; NTR1 ag cell count 20 µM: 60

How did COc1ccc(CN2C(=O)C(C)Nc3ncnc(N4CCOCC4)c32)cc1 (stereo not given) do in these assays?
T cell modulator: inactive; MgcRacGAP inhibition: 6.0%; NTR1 ag: 1.4; T cell modulator vesicle-bound %: 18.2; NTR1 ag cell count 20 µM: 54

What do the screens show for `CC(Sc1ncnc2sc(-c3ccccc3)cc12)C(=O)N1CCNC1=O` (stereo not given)?
T cell modulator: inactive; MgcRacGAP inhibition: 4.3%; NTR1 ag: 11.2; T cell modulator vesicle-bound %: 40.8; NTR1 ag cell count 20 µM: 57

What do the screens show for `COc1ccc(C(=O)NCc2ccncc2)cc1S(=O)(=O)N1CCOCC1`?
T cell modulator: inactive; MgcRacGAP inhibition: 0.1%; NTR1 ag: -1.8; T cell modulator vesicle-bound %: 21.8; NTR1 ag cell count 20 µM: 43

Results for O=C(CSc1nnc(Cc2ccccc2)o1)Nc1ccc(N2CCOCC2)cc1 ?
T cell modulator: inactive; MgcRacGAP inhibition: 3.9%; NTR1 ag: -0.5; T cell modulator vesicle-bound %: 36.5; NTR1 ag cell count 20 µM: 50

Results for CC(=O)C[C@@H](O)CC(=O)[C@@H]1OC(=O)CCCCCCCCc2ccccc21 ?
T cell modulator: inactive; MgcRacGAP inhibition: 7.2%; NTR1 ag: 0.4; T cell modulator vesicle-bound %: 13.2; NTR1 ag cell count 20 µM: 46

How did C/C=C/C=C/C(=O)O do in these assays?
T cell modulator: inactive; MgcRacGAP inhibition: 4.4%; NTR1 ag: 2.4; T cell modulator vesicle-bound %: 39.5; NTR1 ag cell count 20 µM: 55

How did CCCOc1ccc(-c2cc3onc(-c4ccccc4)c3c(=O)n2C)cc1 do in these assays?
T cell modulator: inactive; MgcRacGAP inhibition: 6.1%; NTR1 ag: 6.1; T cell modulator vesicle-bound %: 18.1; NTR1 ag cell count 20 µM: 64

What do the screens show for `O=C(COC(=O)c1ccco1)NC12CC3CC(CC(C3)C1)C2`?
T cell modulator: inactive; MgcRacGAP inhibition: 1.4%; NTR1 ag: 1.4; T cell modulator vesicle-bound %: 24.8; NTR1 ag cell count 20 µM: 58

How did CC(NC(=O)COC(=O)CCN1C(=O)C2CC=CCC2C1=O)c1ccc(Br)cc1 (stereo not given) do in these assays?
T cell modulator: inactive; MgcRacGAP inhibition: 2.0%; NTR1 ag: 1.2; T cell modulator vesicle-bound %: 22.2; NTR1 ag cell count 20 µM: 36

What do the screens show for `COc1ccc(NC(=O)N(C)C[C@H]2Oc3ccc(NC(=O)C4CCCCC4)cc3C(=O)N([C@H](C)CO)C[C@@H]2C)cc1`?
T cell modulator: inactive; MgcRacGAP inhibition: 9.5%; NTR1 ag: -0.7; T cell modulator vesicle-bound %: 55.3; NTR1 ag cell count 20 µM: 63

What do the screens show for `O=C(CN1C(=O)c2ccccc2S1(=O)=O)N1CCN(c2cccc(Cl)c2)CC1`?
T cell modulator: inactive; MgcRacGAP inhibition: 3.1%; NTR1 ag: 0.1; T cell modulator vesicle-bound %: 47.5; NTR1 ag cell count 20 µM: 50

Results for CN(CC(=O)Nc1ccc(F)cc1)C(=O)Cn1c(=O)oc2ccccc21 ?
T cell modulator: inactive; MgcRacGAP inhibition: 4.9%; NTR1 ag: -0.2; T cell modulator vesicle-bound %: 26.0; NTR1 ag cell count 20 µM: 62

What do the screens show for `CCC1(C)NC(=O)N(CC(=O)Nc2cc(C)on2)C1=O` (stereo not given)?
T cell modulator: inactive; MgcRacGAP inhibition: -6.8%; NTR1 ag: -0.9; T cell modulator vesicle-bound %: 50.0; NTR1 ag cell count 20 µM: 58

What do the screens show for `O=C(COC(=O)CCNS(=O)(=O)c1cccs1)Nc1ccccc1`?
T cell modulator: inactive; MgcRacGAP inhibition: 4.1%; NTR1 ag: -1.3; T cell modulator vesicle-bound %: 31.6; NTR1 ag cell count 20 µM: 69

Three neighbouring entries from above, for reference:
How did COc1ccc(CN2C(=O)C(C)Nc3ncnc(N4CCOCC4)c32)cc1 (stereo not given) do in these assays?
T cell modulator: inactive; MgcRacGAP inhibition: 6.0%; NTR1 ag: 1.4; T cell modulator vesicle-bound %: 18.2; NTR1 ag cell count 20 µM: 54

What do the screens show for `CC(Sc1ncnc2sc(-c3ccccc3)cc12)C(=O)N1CCNC1=O` (stereo not given)?
T cell modulator: inactive; MgcRacGAP inhibition: 4.3%; NTR1 ag: 11.2; T cell modulator vesicle-bound %: 40.8; NTR1 ag cell count 20 µM: 57

What do the screens show for `COc1ccc(C(=O)NCc2ccncc2)cc1S(=O)(=O)N1CCOCC1`?
T cell modulator: inactive; MgcRacGAP inhibition: 0.1%; NTR1 ag: -1.8; T cell modulator vesicle-bound %: 21.8; NTR1 ag cell count 20 µM: 43

Later entries
How did CSc1nc(N)nc2c1ncn2CC(=O)NCc1ccc2c(c1)OCO2 do in these assays?
T cell modulator: inactive; MgcRacGAP inhibition: 8.5%; NTR1 ag: -0.4; T cell modulator vesicle-bound %: 15.3; NTR1 ag cell count 20 µM: 54

How did O=C(Nc1ccncc1)C1CCN(S(=O)(=O)c2ccc(Cl)c(C(F)(F)F)c2)CC1 do in these assays?
T cell modulator: inactive; MgcRacGAP inhibition: 5.9%; NTR1 ag: 0.6; T cell modulator vesicle-bound %: 44.6; NTR1 ag cell count 20 µM: 62

Results for Cc1ccc(C)c(NC(=O)CN2C(=O)NC(CCc3ccccc3)C2=O)c1 (stereo not given) ?
T cell modulator: inactive; MgcRacGAP inhibition: -0.8%; NTR1 ag: 1.2; T cell modulator vesicle-bound %: 34.7; NTR1 ag cell count 20 µM: 58

Results for CCOCCCn1c(SC(C)C(=O)NCC2CCCO2)nc2sc(C)c(C)c2c1=O (stereo not given) ?
T cell modulator: inactive; MgcRacGAP inhibition: 1.8%; NTR1 ag: -0.4; T cell modulator vesicle-bound %: 41.7; NTR1 ag cell count 20 µM: 75

What do the screens show for `CN(C)S(=O)(=O)c1cc(NC(=O)COC(=O)c2nc(Cl)ccc2Cl)ccc1Cl`?
T cell modulator: inactive; MgcRacGAP inhibition: 2.8%; NTR1 ag: 1.6; T cell modulator vesicle-bound %: 39.0; NTR1 ag cell count 20 µM: 52

Results for CC1(C)CC2CC(C)(CN2S(=O)(=O)c2ccc(F)cc2F)C1 (stereo not given) ?
T cell modulator: inactive; MgcRacGAP inhibition: 3.9%; NTR1 ag: -0.7; T cell modulator vesicle-bound %: 13.4; NTR1 ag cell count 20 µM: 90

How did CN(Cc1ccco1)c1ncnc2ccc(-c3ccc4c(c3)OCO4)cc12 do in these assays?
T cell modulator: inactive; MgcRacGAP inhibition: 2.5%; NTR1 ag: 6.1; T cell modulator vesicle-bound %: 22.8; NTR1 ag cell count 20 µM: 62

What do the screens show for `N#Cc1ccccc1OCC(=O)Nc1nnc(C2CC2)s1`?
T cell modulator: inactive; MgcRacGAP inhibition: 0.4%; NTR1 ag: -2.0; T cell modulator vesicle-bound %: 33.7; NTR1 ag cell count 20 µM: 67

How did Cc1ccc(NC(=O)C(C)Sc2nnc(C3CC3)n2C2CC2)cc1S(=O)(=O)N1CCOCC1 (stereo not given) do in these assays?
T cell modulator: inactive; MgcRacGAP inhibition: 4.1%; NTR1 ag: 1.7; T cell modulator vesicle-bound %: 53.8; NTR1 ag cell count 20 µM: 41

How did CCN1C(=O)[C@H]2[C@@H](c3ccc(-c4ccccc4)c(OC)c3)N[C@@](CC(C)C)(C(=O)OC)[C@H]2C1=O do in these assays?
T cell modulator: inactive; MgcRacGAP inhibition: -0.1%; NTR1 ag: -1.7; T cell modulator vesicle-bound %: 12.3; NTR1 ag cell count 20 µM: 69

How did Cc1nc(SCc2nc3ccc(F)cc3[nH]2)c2oc3ccccc3c2n1 do in these assays?
T cell modulator: inactive; MgcRacGAP inhibition: 6.8%; NTR1 ag: 3.6; T cell modulator vesicle-bound %: 25.0; NTR1 ag cell count 20 µM: 59

Assay outcomes as filed in PubChem BioAssay.
